CCT chaperon mod: changes cytosolic chaperonin activity; activity change, % (test concentration not listed), hits read low; 360,000 tested, 0.3% active; AID 651819; purified chaperonin ATPase assay, HTRF ADP detection, 30 min; in the data active = activity change below about -30%; note: % is set by controls: 0 for no effect and ±100 for the full control effect
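We incubate TRiC, 40 or 20 nM final, with library compounds at 76 uM and 10 uM ATP for 30 min at 37 °C. ADP formed is detected with Transcreener HTRF reagents after 30 min at room temperature.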
MmCpn inh: M. maripaludis TRiC chaperonin inhibition. purified Mm-Cpn ATPase, ADP Transcreener TR-FRET. Potency, µM (highest dose often 76.9 µM), for the others: top-dose activity, negative = inhibition, usual class: inhibitors. 330,000 tested, 0.031% active. AID 504842; note: potency is the fitted concentration of half-maximal effect; % is set by controls: 0 for no effect and ±100 for the full control effect; nearly all actives have a fitted effect of over 80% in size
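Reaction buffer contained 30 mM Tris pH 7.4, 100 mM KCl, 5 mM MgCl2 and 1 mM DTT. Mm-CPN (25 nM final) hydrolysed 10 uM ATP over 30 min at 37°C; ADP was read by HTRF.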
EPAC2 ag: agonists of human EPAC2 (RAPGEF4) | Q8WZA2 | Potency, µM (doses to about 154 µM), inactives show at the highest dose activation, hits mostly activators | AID 720711 | EPAC2 activation, biochemical qHTS; response scale: 100% = 6.5 mM cAMP response | 360,000 tested, 0.079% active; note: potency is the fitted concentration of half-maximal effect; nearly all actives have a fitted effect of over 50% in size
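EPAC2 (100 nM) mixed with Rap1B loaded with BODIPY-GDP (250 nM) plus 50 uM unlabeled GDP; compounds pinned in, 5 min RT, then read every 5 min for 30 min (ex 480, em 540 nm). Normalized to cAMP control.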
DRD3 antagonist: antagonists of human D3 dopamine receptor. P35462. D3R cells, DiscoveRx beta-arrestin luminescence, antagonist mode; hits give low values. max response, negative = inhibition, %. 360,000 tested, 2.5% active. AID 652054; in the data active = max response below about -50%; inconclusive = no clear call, values can overlap the other calls; note: % is set by controls: 0 for no effect and ±100 for the full control effect; mostly tested at two doses, the higher about 12 µM
Target sequence (P35462 whole entry, looked up): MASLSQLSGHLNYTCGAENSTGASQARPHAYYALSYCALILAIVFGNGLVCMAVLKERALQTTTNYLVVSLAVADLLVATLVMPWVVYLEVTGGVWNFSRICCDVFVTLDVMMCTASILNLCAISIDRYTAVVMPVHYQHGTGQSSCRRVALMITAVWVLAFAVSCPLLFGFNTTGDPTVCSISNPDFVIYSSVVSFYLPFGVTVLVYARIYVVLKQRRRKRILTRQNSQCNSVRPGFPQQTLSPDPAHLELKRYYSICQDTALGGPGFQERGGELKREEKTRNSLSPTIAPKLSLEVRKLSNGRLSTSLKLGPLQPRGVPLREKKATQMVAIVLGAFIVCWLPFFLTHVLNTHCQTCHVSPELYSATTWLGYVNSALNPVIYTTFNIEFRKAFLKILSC
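Cells expressing the human receptor were seeded at 1500 cells/well, incubated overnight at 37 degrees C in 5% CO2, then exposed to library compounds with dopamine controls for 90 minutes at 37 degrees C before luminescent detection.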
PTHR1 ag: activates the human parathyroid hormone receptor PTHR1; 410,000 tested, 0.075% active; Potency, µM (doses to about 115 µM), for inactives: top-dose activation, most hits filed as activators; HEK293 GP2 PTHR1 cells, GloSensor cAMP luminescence, 1 h; AID 743266; Q03431; note: potency is the fitted concentration of half-maximal effect; nearly all actives have a fitted effect of over 55% in size; some results filed as inactive show a strong effect at the top dose; inactives centre near -15; many of its hits are not listed in these tables
Target sequence (Q03431 whole entry, looked up): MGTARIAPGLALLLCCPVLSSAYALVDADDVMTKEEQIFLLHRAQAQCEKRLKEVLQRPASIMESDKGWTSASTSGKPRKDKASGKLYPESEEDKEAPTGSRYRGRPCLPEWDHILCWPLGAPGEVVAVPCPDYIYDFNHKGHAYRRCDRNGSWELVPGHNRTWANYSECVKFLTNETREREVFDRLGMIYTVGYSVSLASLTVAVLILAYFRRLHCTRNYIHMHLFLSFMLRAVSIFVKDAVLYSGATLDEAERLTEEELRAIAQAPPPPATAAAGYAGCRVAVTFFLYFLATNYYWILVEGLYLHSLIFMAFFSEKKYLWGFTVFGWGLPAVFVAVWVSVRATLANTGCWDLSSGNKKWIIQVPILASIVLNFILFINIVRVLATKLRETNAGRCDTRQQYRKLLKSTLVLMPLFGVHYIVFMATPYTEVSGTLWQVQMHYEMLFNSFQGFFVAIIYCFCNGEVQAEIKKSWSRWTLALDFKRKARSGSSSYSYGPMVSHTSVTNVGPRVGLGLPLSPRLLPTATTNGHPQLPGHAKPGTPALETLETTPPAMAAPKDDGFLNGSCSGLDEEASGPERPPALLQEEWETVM
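HEK-293-derived GP2 cells expressing PTHR1 and a GloSensor cAMP reporter, 3,000/well, plated overnight, given luciferin plus IBMX (each 0.5 mM as added) for 1 h at 37 °C, then compound for 1 h at 37 °C. Luminescence was read after 15 min at room temperature.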
D3 ag: D3 dopamine receptor (human) agonism; D3R DiscoveRx beta-arrestin cells, luminescence, 90 min; max activation, %; 410,000 tested, 0.58% active; AID 652048; in the data active = max activation above about 30%; note: 0% is about no effect; mostly tested at two doses, the higher about 12 µM
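Agonist-mode cell screen: cells plated at 1500/well and incubated overnight at 37 °C, then exposed to library compounds for 90 min at 37 °C. Detection reagent was added for 30–60 min at room temperature, and luminescence was read.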
Akt phos inh: blocks phosphorylation of Akt; Neuro2A IGF-stimulated pAkt S473 HTRF, 20 min; hits give low values; activity change, % for hits at 50 µM; 360,000 tested, 0.32% active; in the data active = activity change below about -80%; inconclusive = mostly about -51% to -80%; note: % is set by controls: 0 for no effect and ±100 for the full control effect
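Neuro2A cells (4,500/well, DMEM with 0.5% FBS) were treated with compound at a single 50 µM final concentration, stimulated with 6 nM IGF for 20 min at 37 °C, and lysed. Phospho-Akt Ser473 was read by HTRF as 665/615 ratio ×10^4.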
EPAC2 antag: EPAC2 (human) antagonism; EPAC2 GEF exchange of Rap1B-BODIPY-GDP, fluorescence; 360,000 tested, 0.18% active; Q8WZA2; Potency, µM (doses to about 114 µM), without a hit: at the highest dose activity, negative = inhibition, most hits filed as inhibitors; AID 720708; note: potency is the fitted concentration of half-maximal effect; % is set by controls: 0 for no effect and ±100 for the full control effect; nearly all actives have a fitted effect of over 45% in size; many of its hits are not listed in these tables
Starred values were filed as active, the others as inactive; [ ] = another dose, or the depositor's remark. Unless noted, calls come from the whole dose curve; as a rule, active = well fitted curve in the direction sought with a large enough effect; inconclusive = small, poorly fitted or top-dose-only effect, or another doubt; inactive = no such curve, though single readings can be large; an effect the other way counts as inactive or inconclusive. These rows are one share of the data (hit frequency here may not be typical).

For COC(=O)c1sc(-c2ccc(Cl)cc2)cc1NC(=O)CSCC(=O)O the results were CCT chaperon mod 0.0, MmCpn inh -17%, EPAC2 ag 7%, DRD3 antagonist -5, PTHR1 ag -28%, D3 ag -10, Akt phos inh inactive and EPAC2 antag -14%.
For O=C(Cc1ccc(S(=O)(=O)N2CCOCC2)s1)Nc1cc(C(F)(F)F)ccc1N1CCCC1 the results were CCT chaperon mod -2.0, MmCpn inh -8%, EPAC2 ag -1%, DRD3 antagonist 11, PTHR1 ag -21%, D3 ag 4, Akt phos inh inactive and EPAC2 antag -2%.
Cc1cccc(N2C(=O)C(Cl)=C(Nc3c(C)n(C)n(-c4ccccc4)c3=O)C2=O)c1C was read as CCT chaperon mod -6.8, MmCpn inh -2%, EPAC2 ag 8%, DRD3 antagonist 7, PTHR1 ag inactive, D3 ag 9, Akt phos inh inactive and EPAC2 antag -3%.
For O=C(CN1C(=O)CCC1=O)Nc1nc2c(F)cc(F)cc2s1 the results were CCT chaperon mod -2.4, EPAC2 ag 5%, DRD3 antagonist 6, PTHR1 ag -22%, D3 ag -6, Akt phos inh inactive and EPAC2 antag 0%.
CCc1ccccc1Nc1nc(N)nc(COC(=O)c2cccn2C)n1 was read as CCT chaperon mod -1.7, MmCpn inh -2%, EPAC2 ag 9%, DRD3 antagonist -10, PTHR1 ag -3%[57.5 µM], D3 ag -11 and EPAC2 antag 3%.
For COc1ccc(Sc2nnc(Cc3ccccc3)c3ccccc23)cc1 the results were CCT chaperon mod -11, MmCpn inh 1%, EPAC2 ag 17%, DRD3 antagonist inconclusive, PTHR1 ag inactive, D3 ag -21, Akt phos inh inactive and EPAC2 antag -3%.
Screening Cc1cc(NC(=O)CS(=O)(=O)c2cn(Cc3cccc(Cl)c3)c3ccccc23)no1 returned CCT chaperon mod 0.3, EPAC2 ag 14%, DRD3 antagonist -29, PTHR1 ag -76%[inhibitor], D3 ag -5, Akt phos inh inactive and EPAC2 antag -1%.
Screening CC1=C(C(=O)OC2CCCCC2)C(c2ccccc2)NC(=O)N1 (stereo not drawn) returned CCT chaperon mod 1.5, MmCpn inh -1%, EPAC2 ag 9%, DRD3 antagonist 0, PTHR1 ag -6%, D3 ag 5, Akt phos inh inactive and EPAC2 antag 1%.
`Cc1cc(C)n2nc3nc(N4CCCC4)nc(-c4ccccc4)c3c2n1` gave CCT chaperon mod -4.6, MmCpn inh -1%, EPAC2 ag -10%, DRD3 antagonist 2, PTHR1 ag inactive, D3 ag 6, Akt phos inh inactive and EPAC2 antag -4%.
For CCOc1ccc(N2CC(C(=O)Nc3ccc(S(=O)(=O)NCC4CCCO4)cc3)CC2=O)cc1 (stereo not drawn) the results were CCT chaperon mod -1.2, MmCpn inh -3%, EPAC2 ag -2%, DRD3 antagonist -7, PTHR1 ag -25%, D3 ag 3, Akt phos inh inactive and EPAC2 antag 15%.
Cc1cc(C)c2cccc(NC(=S)NC(=O)c3ccccc3)c2n1 was read as CCT chaperon mod -0.6, MmCpn inh -7%, EPAC2 ag 11%, DRD3 antagonist -7, PTHR1 ag inactive, D3 ag -2, Akt phos inh inactive and EPAC2 antag -5%.
`CCn1nc(NC(=O)c2ccco2)c2cc3cc(C)ccc3nc21` gave CCT chaperon mod -1.4, MmCpn inh -5%, EPAC2 ag -4%, DRD3 antagonist 8, PTHR1 ag inactive, D3 ag 2, Akt phos inh inactive and EPAC2 antag -8%.
Screening COc1ccc(CNC(=O)C[C@H]2C[C@H](C(=O)N3CCCCC3)[C@@]3(C)c4[nH]c5cc(CCC(=O)N(C)C)ccc5c4CCN3C2=O)cc1OC returned CCT chaperon mod -2.2, MmCpn inh -1%, EPAC2 ag 3%, DRD3 antagonist -8, PTHR1 ag inactive, D3 ag 0, Akt phos inh inactive and EPAC2 antag -3%.
`O=C(NCc1ccncc1)c1cccc(S(=O)(=O)N2CCc3ccccc32)c1` gave CCT chaperon mod 0.5, MmCpn inh 2%, EPAC2 ag 9%, DRD3 antagonist 6, PTHR1 ag -36%[inhibitor], D3 ag -6, Akt phos inh inactive and EPAC2 antag -3%.
Screening C[N+](C)(C)CCC(=O)N1C/C(=C/c2ccccc2)C(=O)/C(=C\c2ccccc2)C1 returned CCT chaperon mod -0.2, EPAC2 ag 7%, DRD3 antagonist 12, PTHR1 ag inactive, D3 ag 1, Akt phos inh inactive and EPAC2 antag 10%.
CCOC1(OCC)N=C(N)C2(C#N)C(c3cccc(OC)c3OC)C12C#N (stereo not drawn) was read as CCT chaperon mod 0.3, MmCpn inh 0%, EPAC2 ag 6%, DRD3 antagonist 12, PTHR1 ag inactive, D3 ag -13, Akt phos inh inactive and EPAC2 antag 6%[57.1 µM].
`CCOC(=O)c1ccccc1NC(=O)CSc1nc2ccccc2o1` gave CCT chaperon mod -1.6, MmCpn inh 0%, EPAC2 ag 19%, DRD3 antagonist 3, PTHR1 ag -4%[57.5 µM], D3 ag -11, Akt phos inh inactive and EPAC2 antag -5%.
For O=C(CSc1ccccc1C(=O)O)NC1CCCCCCC1 the results were CCT chaperon mod 0.8, MmCpn inh 1%, EPAC2 ag -4%, DRD3 antagonist 19, PTHR1 ag inactive, D3 ag 0, Akt phos inh inactive and EPAC2 antag 5%.
COc1ccc(S(=O)(=O)/C(C#N)=C/Nc2ccc(NC(C)=O)cc2)cc1 was read as CCT chaperon mod 0.4, MmCpn inh -1%, EPAC2 ag 6%, DRD3 antagonist -12, PTHR1 ag inactive, D3 ag -4, Akt phos inh inactive and EPAC2 antag 1%.
COc1ccc(N(C2=NCCCS2)S(=O)(=O)c2ccc(C(C)(C)C)cc2)cc1 was read as CCT chaperon mod 1.7, MmCpn inh -2%, EPAC2 ag -4%, DRD3 antagonist inconclusive, PTHR1 ag -49%[inhibitor], D3 ag -14, Akt phos inh inactive and EPAC2 antag -10%.

The last two records of the part before open the next one.
COc1ccc(S(=O)(=O)/C(C#N)=C/Nc2ccc(NC(C)=O)cc2)cc1 was read as CCT chaperon mod 0.4, MmCpn inh -1%, EPAC2 ag 6%, DRD3 antagonist -12, PTHR1 ag inactive, D3 ag -4, Akt phos inh inactive and EPAC2 antag 1%.
COc1ccc(N(C2=NCCCS2)S(=O)(=O)c2ccc(C(C)(C)C)cc2)cc1 was read as CCT chaperon mod 1.7, MmCpn inh -2%, EPAC2 ag -4%, DRD3 antagonist inconclusive, PTHR1 ag -49%[inhibitor], D3 ag -14, Akt phos inh inactive and EPAC2 antag -10%.
`CCCCCCCCN1C(=O)[C@H](CC(=O)NCCC(C)C)C[C@@]2(C(=O)OC)CC(C)(C)CC=C12` gave EPAC2 ag -10%, DRD3 antagonist 10, PTHR1 ag -41%[inhibitor], D3 ag 2, Akt phos inh inactive and EPAC2 antag -7%.
`COc1cc2c(cc1NC(=O)c1cc(-c3cccnc3)nc3ccc(C)cc13)oc1ccccc12` gave CCT chaperon mod 1.2, MmCpn inh 1%, EPAC2 ag 9%, DRD3 antagonist 16, PTHR1 ag inconclusive, D3 ag 56*, Akt phos inh inactive and EPAC2 antag -7%.
Screening O=C(Nc1ccc(F)cc1)C1CCC(N2C(=O)c3ccccc3C2=O)CC1 (stereo not drawn) returned CCT chaperon mod 1.0, MmCpn inh 0%, EPAC2 ag 8%, DRD3 antagonist -20, PTHR1 ag inactive, D3 ag -13, Akt phos inh inactive and EPAC2 antag 1%.
Screening CC(C)Nc1nnc(SCC(=O)/C=C2\N(C)c3ccccc3C2(C)C)s1 returned CCT chaperon mod -0.1, MmCpn inh -6%, EPAC2 ag 5%, DRD3 antagonist 4, PTHR1 ag -34%[inhibitor], D3 ag -11, Akt phos inh inactive and EPAC2 antag 2%.
`CC(C)[C@H]1COCCS(=O)(=O)N1Cc1ccccc1-c1ccccc1` gave CCT chaperon mod -0.8, MmCpn inh 2%, EPAC2 ag 6%, DRD3 antagonist 5, PTHR1 ag -40%[inhibitor], D3 ag -2, Akt phos inh inactive and EPAC2 antag -11%.
For Nc1c(-c2cccs2)nc2ccccn12 the results were CCT chaperon mod -0.7, EPAC2 ag 1%, DRD3 antagonist 10, PTHR1 ag -19%, D3 ag 4, Akt phos inh inactive and EPAC2 antag 1%.
For COc1cc2c(c(OC)c1OC)C(c1ccc(C)cc1)CC(=O)O2 (stereo not drawn) the results were CCT chaperon mod 1.6, MmCpn inh 2%, EPAC2 ag 11%, DRD3 antagonist 9, PTHR1 ag -20%, D3 ag 0, Akt phos inh inactive and EPAC2 antag inconclusive.
Screening CCOc1ccc(Cl)cc1-c1cc(C(=O)Nc2ccc(OC)cc2OC)[nH]n1 returned CCT chaperon mod -3.1, EPAC2 ag -4%, DRD3 antagonist 48, PTHR1 ag -24%, D3 ag 1, Akt phos inh inactive and EPAC2 antag 6%.
`O=C(c1ccc(S(=O)(=O)N2CCCCC2)cc1)N1CCN(CCN2C(=O)c3cccc4cccc(c34)C2=O)CC1` gave CCT chaperon mod -1.5, MmCpn inh 0%, EPAC2 ag -3%, DRD3 antagonist 31, PTHR1 ag -41%[inhibitor], D3 ag 5, Akt phos inh inactive and EPAC2 antag -11%.
For COc1ccc(NC(=O)c2c(-c3c(Cl)cccc3Cl)noc2C)cn1 the results were CCT chaperon mod 0.1, MmCpn inh 1%, EPAC2 ag -1%, DRD3 antagonist -15, PTHR1 ag -68%[inhibitor], D3 ag -15, Akt phos inh inactive and EPAC2 antag 7%.
For C#CCOCCOCCOCCNc1nc(N2CCN(C(=O)[C@H](CCC(=O)O)n3cc(CN)nn3)CC2)nc(N2CCN(C(=O)[C@H](CCC(=O)O)n3cc(CN)nn3)CC2)n1 the results were CCT chaperon mod -0.8, MmCpn inh -3%, EPAC2 ag 0%, DRD3 antagonist -12, PTHR1 ag inactive, D3 ag 1, Akt phos inh inactive and EPAC2 antag 11%.
Screening COc1cccc2[nH]c(C(=O)NCC3CCCO3)cc12 (stereo not drawn) returned CCT chaperon mod -0.5, MmCpn inh -4%, EPAC2 ag 3%, DRD3 antagonist 2, PTHR1 ag inactive, D3 ag 18, Akt phos inh inactive and EPAC2 antag 5%.
`Cc1cccc(C(=O)N2c3ccccc3C(=O)OC2c2ccc3c(c2)OCO3)c1` (stereo not drawn) gave CCT chaperon mod -4.4, MmCpn inh 2%, EPAC2 ag 10%, DRD3 antagonist -2, PTHR1 ag -17%, D3 ag 5, Akt phos inh inactive and EPAC2 antag 9%.
